Screens deposited in PubChem by several laboratories.
E coli WT exp = growth inhibitors of E. coli BW25113 wild type; OD600 absorbance; growth inhibition, % at 100 µM; hit rate 0.15% among 98,000; AID 710;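 active means growth inhibition above about 50% at one test dose, limit read from the data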;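 further: growth measured after 20 h incubation at 37 °C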
PostGolgi yeast = growth inhibition of a yeast mutant, post-Golgi transport screen; inhibition, % at 10 µM; post-Golgi transport phenotypic cell assay; AID 739; hit rate 0.9% among 98,000;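 further: yeast cells grown in 1536-well plates; yeast grown about 18 h at 30C before absorbance read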
PTPN22 act = activators of human LYP (PTPN22) phosphatase | recombinant LYP, DiFMUP fluorescence; 0 = plate median, 100 = signal doubled | hit rate 0.11% among 96,000 | activation, % at 2 µM;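 active means activation at 2 µM above a set limit, the mean plus 5 SD, cut at about 37% in these data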
PTPN22 inh 2 = LYP (human) phosphatase inhibition | Q9Y2R2 | recombinant LYP catalytic domain, DiFMUP fluorescence | inhibition, % at 2 µM | hit rate 0.21% among 96,000 | AID 640;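 active means inhibition at 2 µM at or above a set limit, the screen mean plus 3 SD, cut at about 24% in these data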;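 further: 0% = DMSO with enzyme and 100% = enzyme fully blocked by orthovanadate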
CYP2C9 inhib = blocks human cytochrome P450 2C9 | inhibition, % at 5 µM | P11712 | CYP2C9 Supersomes, luciferin-H conversion, luminescence | AID 777 | hit rate 20% among 96,000;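 active means blocking of liver enzyme CYP2C9 beyond about 50% at 5 µM, limit read from the data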; further: values of inactives mirror those of a sister screen read the other way
Target sequence (P11712 whole entry, looked up): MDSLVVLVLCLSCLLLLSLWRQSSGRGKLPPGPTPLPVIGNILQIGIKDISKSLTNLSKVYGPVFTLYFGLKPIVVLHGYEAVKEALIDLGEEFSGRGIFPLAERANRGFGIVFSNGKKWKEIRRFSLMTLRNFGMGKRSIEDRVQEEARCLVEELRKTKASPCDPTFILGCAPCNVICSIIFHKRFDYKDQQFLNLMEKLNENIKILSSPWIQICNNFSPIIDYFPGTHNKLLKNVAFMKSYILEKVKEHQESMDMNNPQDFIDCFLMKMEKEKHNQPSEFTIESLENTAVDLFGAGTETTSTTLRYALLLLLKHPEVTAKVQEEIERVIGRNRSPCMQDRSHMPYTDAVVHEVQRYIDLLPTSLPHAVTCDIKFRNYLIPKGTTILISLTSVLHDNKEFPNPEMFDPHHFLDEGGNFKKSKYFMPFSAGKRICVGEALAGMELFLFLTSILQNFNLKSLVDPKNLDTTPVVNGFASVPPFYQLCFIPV
PostGolgi ctrl = yeast control strain growth, post-Golgi counter-screen. AID 738. hit rate 5% among 98,000. efflux-deficient yeast background strain, growth absorbance A615, 16 h. inhibition, % at 10 µM
CYP2C9 activ = activators of human CYP2C9; hit rate 1.4% among 96,000; activation factor at 5 µM; AID 1024; recombinant CYP2C9, luciferin-H conversion, luminescence; active compounds read high; factor 1 = untreated enzyme, 0 = blocked;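 active means activation factor of 2 or more for CYP2C9 at a 5 µM dose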;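 further: 0 = sulfaphenazole-blocked wells and 1 = vehicle-only wells; values of inactives mirror those of a sister screen read the other way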
PTK2B oligo ant = blocks oligomerization of human Pyk2 in cells. Q293 cells, Pyk2 FERM NanoBiT luminescence; active compounds read low. Q14289. z-score (the deposit names both 25 µM and 10 µM). hit rate 0.83% among 99,000. AID 1347419;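 active means Z-score of -3 or lower, scaled per plate to the spread of control and sample wells; inactive means z-score above -3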;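 further: negative z-score means lost luminescence so less FERM oligomerization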
hDAT+cocaine = changed human dopamine transporter uptake under cocaine IC80; B-score at 10 µM; Q01959; AID 449768; LLC-PK1 hDAT cells, [14C]-dopamine uptake with cocaine IC80; actives deviate in either direction; hit rate 1.3% among 110,000;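 active means Z score or B-score, a plate-position-corrected score, falls beyond the plate's 99.7% confidence bounds, in either direction; inactive means both scores lie inside the 99.7% bounds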;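 further: scored against the spread of the other compound wells on the same plate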
Target sequence (Q01959 whole entry, looked up): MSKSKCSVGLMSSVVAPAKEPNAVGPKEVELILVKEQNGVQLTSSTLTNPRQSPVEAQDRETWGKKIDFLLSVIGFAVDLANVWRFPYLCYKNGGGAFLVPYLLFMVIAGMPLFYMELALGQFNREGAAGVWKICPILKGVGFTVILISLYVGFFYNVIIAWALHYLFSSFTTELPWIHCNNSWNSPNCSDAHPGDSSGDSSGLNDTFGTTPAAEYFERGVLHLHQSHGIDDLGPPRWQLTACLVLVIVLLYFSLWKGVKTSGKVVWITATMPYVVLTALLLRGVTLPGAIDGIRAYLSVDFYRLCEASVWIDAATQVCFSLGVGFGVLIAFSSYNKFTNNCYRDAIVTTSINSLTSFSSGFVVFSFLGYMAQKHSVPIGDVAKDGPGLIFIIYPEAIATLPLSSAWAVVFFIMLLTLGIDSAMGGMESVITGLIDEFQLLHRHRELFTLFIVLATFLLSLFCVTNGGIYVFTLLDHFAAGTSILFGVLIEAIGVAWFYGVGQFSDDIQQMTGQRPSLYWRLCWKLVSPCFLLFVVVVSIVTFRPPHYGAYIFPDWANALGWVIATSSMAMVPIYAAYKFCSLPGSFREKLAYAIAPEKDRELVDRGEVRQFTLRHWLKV
* hit, by the source's call; . = not tested or not shown. Unless noted, no stated cut-off is given here; in the data, active means inhibition above about 30%; inactive means the rest.

Sample of the layout:
SMILES	E coli WT exp	PostGolgi yeast	PTPN22 act	PTPN22 inh 2	CYP2C9 inhib	PostGolgi ctrl	CYP2C9 activ	PTK2B oligo ant	hDAT+cocaine
CCC(=NCCc1ccccc1)C1=C(O)CCC1=O	2	-7	0	-1	4	-2	1	-0.32	-0.32
O=C(COC(=O)c1ccncc1)Nc1cccc(Cl)c1	-1	0	-18	21	87*	3	0.1	0.21	-0.059

This part in full, repeating the preview:
SMILES	E coli WT exp	PostGolgi yeast	PTPN22 act	PTPN22 inh 2	CYP2C9 inhib	PostGolgi ctrl	CYP2C9 activ	PTK2B oligo ant	hDAT+cocaine
CCC(=NCCc1ccccc1)C1=C(O)CCC1=O	2	-7	0	-1	4	-2	1	-0.32	-0.32
O=C(COC(=O)c1ccncc1)Nc1cccc(Cl)c1	-1	0	-18	21	87*	3	0.1	0.21	-0.059
Cc1cc(S(=O)(=O)N2CCC(NC(=O)C34CC5CC(CC(C5)C3)C4)CC2)ccc1-n1cnnn1	-4	2	-4	4	4	27	1	0.39	-1.8
COc1ccc(NC2=NCCC2)cc1	-7	0	-1	6	-5	16	1.1	0.86	-0.66
COc1ccc(C(=O)NC2(C(F)(F)F)N=C3SCCN3C2=O)cc1 (centres undefined)	1	-8	7	-9	5	12	1	0.44	-0.69
O=C(NC1CCCCC1)C(c1ccccc1)N(Cc1ccc2c(c1)OCO2)C(=O)c1cnsn1 (centres undefined)	.	.	-10	10	.	.	.	-2.1	0.013
O=C(CCNc1cccc(C(F)(F)F)c1)c1ccco1	10	1	11	-11	-67	4	1.7	-0.48	0.41
CC(C)CNC(=O)c1ccccc1NC(=O)c1ccc(CN2CCOCC2)cc1	5	2	-1	2	28	2	0.7	-0.06	1.1
Cc1cc(C)c(OCC(=O)Nc2nnn(C)n2)c(Br)c1	-8	0	-2	6	.	12	.	-0.11	-1.1
O=C(N1CCCCCC1)N1CCN(S(=O)(=O)N2CCCCC2)CC1	-17	-6	5	-5	33	3	0.7	0.3	0.69
COC(=O)c1ccc(NS(=O)(=O)c2ccc(SC)cc2)cc1	1	11	-8	6	7	3	0.9	-1.3	-0.94
O=C(CSc1ccc(Cl)cc1)Nc1ccc(NC(=O)c2ccco2)cc1	-10	3	0	5	12	14	0.9	1.2	0.74
NC(=O)c1c(NC(=O)C2CCCO2)sc2c1CCC2 (centres undefined)	0	0	17	-13	28	-2	0.7	0.64	1.3
O=C(COc1ccccc1)NCCn1ccc2ccccc21	.	.	-1	2	.	.	.	0.12	0.01
CCN(CC)C(=O)C1CCCN(Cc2cccc(F)c2)C1 (centres undefined)	-1	-1	.	.	2	-5	1	0.78	1.3
CC1(C)CC(=O)C(/C=N/c2ncccc2C(=O)O)=C(O)C1	4	2	3	-2	2	-4	1	0.94	0.81
Clc1ccccc1CSc1snnc1-c1ccccc1	-1	-2	-5	8	-57	6	1.6	-0.79	-0.029
CC1CCN(C(=O)COC(=O)c2n[nH]c3ccccc23)CC1	1	6	-9	8	-18	0	1.2	-0.8	1
COc1ccc2nc(N3CCOCC3)cc(C)c2c1	-4	-5	8	-7	27	-3	0.7	0.25	0.82
COc1ccc(-n2c(Cc3cccn3C)nnc2SCC(N)=O)cc1	8	17	-11	10	-3	-3	1	.	0.2
COC(=O)/C=c1/s/c(=C(/C#N)C(=O)N2CCOCC2)n(-c2ccccc2)c1=O	0	-7	-1	3	0	13	1	-0.88	-0.029
O=C1C(N2CCOCC2)=C(n2nnc3ccccc32)C(=O)c2ccccc21	9	1	0	1	90*	13	0.1	-0.44	-3.9*
COCCOC(=O)C1=C(C)N=C2SCCC(=O)N2C1c1ccc(OC(=O)c2ccco2)cc1 (centres undefined)	-17	6	5	-4	73*	2	0.3	0.56	-0.54
Cc1cc(C)nc(Sc2c(C)nn(-c3ccccc3)c2C)n1	5	3	.	.	25	18	0.8	-0.78	0.29
Cc1cccc(C)c1N1CCN(c2nc(N(C)C)oc(=O)c2C#N)CC1	-1	1	-13	17	74*	4	0.3	0.07	0.035
Cc1ccc(S(=O)(=O)N2CCCC(C(=O)NCc3ccco3)C2)cc1Cl (centres undefined)	.	.	2	-1	.	.	.	0.11	-0.21
C=CCc1c(C)c(C#N)c2nc3ccccc3n2c1NCCN(C)C	6	82*	2	-2	1	74*	1	-0.09	2.7*
COc1ccc(-n2cnc3sc(-c4ccccc4)cc3c2=O)cc1	-8	-2	6	-1	7	28	0.9	-0.06	1.2
CS(=O)(=O)N(CCc1ccccc1)CC(=O)Nc1ccc2c(c1)OCO2	2	1	1	-6	36	6	0.6	0.12	-0.53
COc1ccc(N2CCN(C(=O)CN(c3ccc(Br)cc3)S(C)(=O)=O)CC2)cc1	-2	-5	-3	-1	29	6	0.7	0.36	1

Some of these compounds in order of their number in PTK2B oligo ant, largest number first:
structure	PTPN22 act	PTPN22 inh 2	CYP2C9 inhib	CYP2C9 activ	PTK2B oligo ant	hDAT+cocaine
CS(=O)(=O)N(CCc1ccccc1)CC(=O)Nc1ccc2c(c1)OCO2	1	-6	36	0.6	0.12	-0.53
O=C1C(N2CCOCC2)=C(n2nnc3ccccc32)C(=O)c2ccccc21	0	1	90*	0.1	-0.44	-3.9*
COC(=O)/C=c1/s/c(=C(/C#N)C(=O)N2CCOCC2)n(-c2ccccc2)c1=O	-1	3	0	1	-0.88	-0.029

Carrying on:
SMILES	E coli WT exp	PostGolgi yeast	PTPN22 act	PTPN22 inh 2	CYP2C9 inhib	PostGolgi ctrl	CYP2C9 activ	PTK2B oligo ant	hDAT+cocaine
O=C(N/N=C/c1ccc2c(c1)OCO2)c1sc2cccc(Cl)c2c1Cl	-9	-2	-4	2	-27	2	1.3	-0.23	0.64
Cc1cc(NC(=O)CSc2nnc(-c3cccnc3)n2N)no1	3	-7	0	1	-22	-11	1.2	-0.3	-0.043
CCOC(=O)C1CCCN(S(=O)(=O)c2ccc(C)cc2)C1 (centres undefined)	2	3	4	-7	.	6	.	0.49	-1.3
COc1ccc(S(=O)(=O)N2CCC(C(=O)NCc3ccccn3)CC2)cc1Cl	-8	6	4	-5	-120	5	2.2*	-0.87	-1
COc1cc(C2Nc3cccc4cccc(c34)N2)cc(OC)c1OC(C)=O	-5	-1	.	.	4	4	1	-2.1	.
O=c1c2ccccc2[nH]c(=S)n1Cc1cccnc1	.	.	.	.	32	.	0.7	-1.5	1.1
CCN(CC)c1ccc(NC(=O)CSc2nnc3nc(C)cc(C)n23)cc1	5	1	-5	7	-9	-2	1.1	0.47	0.36
CCOC(=O)CSc1nc2sc(C(=O)O)c(C)c2c(=O)[nH]1	0	11	.	.	-22	-4	1.2	.	-1.5
CCOC(=O)C1=C(C)NC2=C(C(=O)CCC2)C1c1cn(Cc2ccc(Cl)cc2Cl)nc1-c1ccccc1 (centres undefined)	-11	-6	7	-4	83*	24	0.2	-2.3	.
C=CCOc1ccc(/C(O)=C2\C(=O)C(=O)N(CCCOC)C2c2ccc(O)c(OC)c2)cc1 (centres undefined)	-1	-4	4	-6	4	3	1	-0.27	0.19
Brc1cccc(/C=N\n2cnnc2)c1	3	-4	0	-1	8	5	0.9	1.7	-0.24
Cc1ccccc1-n1nc(C)c2cc(C(=O)N3CCN(S(=O)(=O)c4ccc(F)cc4)CC3)sc21	-2	37*	-4	5	75*	19	0.2	-0.78	0.01
CCCn1cc(NC(=O)c2cc3n(n2)C(C(F)(F)F)CC(c2ccccc2)N3)cn1 (centres undefined)	-2	-3	-12	9	-6	20	1.1	-0.19	-0.16
O=C(CN1C(=O)CC(c2ccccc2)=Nc2ccccc21)NC1CCCCC1	-5	4	-6	6	52*	8	0.5	-0.17	-0.38
COC(=O)C1CCN(C(c2ccc(OC)c(OC)c2)c2sc3nc(C)nn3c2O)CC1 (centres undefined)	-6	-13	0	-1	-7	4	1.1	.	0.00076
CSC1=NCCN1C(=O)c1c(-c2ccccc2Cl)noc1C	1	6	1	-4	18	21	0.8	.	-0.13
Oc1ccc(Br)cc1CN1CCCCCCC1	2	3	4	-6	-9	11	1.1	-0.37	0.87
CN(C)/C=C(\C#N)C(=O)c1cccnc1Oc1cccc(F)c1	2	-6	1	-4	12	11	0.9	-0.03	0.022
O=C(c1ccco1)N1CCN(S(=O)(=O)c2ccc(Oc3ccccc3)cc2)CC1	-8	-48	-7	7	84*	9	0.2	-1.2	0.34
O=C1CC(c2ccc(S(=O)(=O)NCc3ccccc3)cc2)CN1 (centres undefined)	6	3	7	-8	1	-3	1	.	-0.77
CC(=O)Oc1cccc(/C=c2\sc3nc(-c4ccco4)nn3c2=O)c1	-6	-7	-3	0	22	12	0.8	1.3	-0.72
O=C(NCc1ccccn1)c1ccc(=O)oc1	-4	18	1	-4	-3	-9	1	0.28	0.21
O=Nc1ccc(NOC(=O)c2ccc(Br)cc2)cc1	-7	2	18	-18	10	0	0.9	.	0.91
Cc1c(N(C)C(=O)c2ccco2)c(=O)n(-c2ccccc2)n1C	-2	-3	-10	5	1	11	1	0.91	-1.6
O=C(OCc1cc(-c2ccccc2)no1)c1ccc2ccccc2n1	-15	-4	2	-5	6	7	0.9	0.74	0.78
O=C(NCCCn1ccnc1)C(Cc1ccccc1)N1C(=O)c2ccccc2C1=O (centres undefined)	4	22	6	-9	62*	4	0.4	0.18	0.59
COc1ccc(N(C(=O)c2cccc(OC)c2OC)C2C=CS(=O)(=O)C2)cc1 (centres undefined)	11	-7	1	-1	5	-2	0.9	1.6	0.9
CCOC(=O)c1nnn(-c2nonc2N)c1COc1ccccc1	7	3	-2	2	88*	10	0.1	2.4	-0.84
Cc1ccccc1N1CCN(S(=O)(=O)c2ccccc2)CC1	.	.	0	-2	.	.	.	-3.1*	-2.1
CCn1c(=O)c2cc(C(=O)Nc3cc(C)on3)sc2c2ccccc21	-7	-1	5	-6	-113	-2	2.1*	.	.
COc1cc(OC)cc(C(=O)N2CCN(c3ncccn3)CC2)c1	3	9	4	-4	31	-1	0.7	0.97	-0.33
COC(=O)c1ccc(NC(=O)CSCc2ccccc2)cc1	7	0	3	-1	38	0	0.6	-0.15	0.49
CCOC(=O)c1nnn(-c2nonc2N)c1CNc1ccccc1	-3	-6	.	.	53*	26	0.5	-0.38	-0.73
COc1cccc(-c2cc(C(F)(F)F)nc(-n3cc(Cl)cn3)n2)c1	-3	17	-1	1	18	10	0.8	0.09	-0.88
Clc1ccccc1-c1nc(-c2cccnc2)no1	5	0	4	-4	13	2	0.9	-0.66	1.7
CCN(CC)C(=O)CN1CCC(n2c(C)nc3cc(C(F)(F)F)ccc32)CC1	-1	19	-14	14	4	4	1	-0.41	0.29
O=C(OCc1ccccc1)C1CCCN1C(=O)c1cccs1 (centres undefined)	0	-6	-4	0	2	1	1	1.1	0.79
CCCN1C2=C(C(=O)CCC2)C(c2ccc(O)c(Br)c2)C2=C1CCCC2=O	-3	0	-3	0	.	-1	.	-3.7*	0.5
CCC(C)c1ccc2oc(-c3ccc(NC(=O)Cn4cnc5c(=O)n(C)c(=O)n(C)c54)cc3)nc2c1 (centres undefined)	-10	-17	-9	7	48	76*	0.5	-2.3	0.3
O=C(CC(NS(=O)(=O)c1ccc(Cl)cc1)c1ccco1)N1CCc2ccccc21 (centres undefined)	-6	3	1	-2	-2	19	1	-0.62	0.58
COc1ccc(C2C(C#N)=C(N)N(Nc3ccccc3)C3=C2C(=O)CC(C)(C)C3)cc1C (centres undefined)	-4	5	1	3	2	9	1	-0.93	-0.32
CC(C)OC(=O)CSc1nnc(CNc2cccc(Cl)c2)n1C	.	.	5	-4	.	.	.	0.24	-0.42
Cc1ccccc1OCC(=O)N(Cc1cccs1)C1CCS(=O)(=O)C1 (centres undefined)	1	-5	9	-9	7	-1	0.9	-0.11	0.37
CC1CCCCN1Cc1ccc(-c2nnn(CC(=O)NC3CCCCC3)n2)cc1 (centres undefined)	.	.	2	0	.	.	.	-0.26	2
COC(=O)Cn1ncn2c(cc3oc(C)cc32)c1=O	9	-8	-1	-2	27	-3	0.7	1.1	0.05
Cc1ccccc1-c1nc(CS(=O)(=O)CC(=O)NCc2ccc3c(c2)OCO3)c(C)o1	7	0	1	-2	31	10	0.7	.	-1.3
NC(=O)N1CCCC1C(=O)Nc1ccc(Cl)c(Cl)c1 (centres undefined)	8	-4	9	-6	15	-1	0.9	4	0.41
